Bioassay records as filed in PubChem.
LDHA inh = qHTS assay for inhibitors of human lactate dehydrogenase. purified LDHA, NADH/diaphorase-resazurin fluorescence; stronger effect = lower value. activity change, % (values are at about 110 or 230 µM). 480,000 compounds, 0.15% hits; in the data active = activity change below about -30%; inconclusive = mostly about -25% to -30%;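 also: plate controls were DMSO wells for no effect and wells without enzyme for full effect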
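LDH5 2 nM; NADH 0.06 mM, pyruvate 0.2 mM; 200 mM Tris pH 7.4, EDTA, Tween-20; 5 min RT. Detection: diaphorase 0.133 mg/mL + resazurin 37 µM, fluorescence ex540/em590 at 0 and 20 min; normalized to enzyme-free and DMSO wells.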
RGS4 inh = Inhibitors of Regulator of G Protein Signaling (RGS) 4: qHTS. 390,000 compounds, 0.039% hits. AID 504845, 2011. Regulator of G-protein signaling 4 (Homo sapiens), P49798. Transcreener GDP fluorescence polarization, RGS4-accelerated GTP hydrolysis. Potency, µM (doses to about 114 µM), without a hit: top-dose activity change, negative = inhibition, most hits filed as inhibitors; also: potency is read from the fitted curve at half-maximal effect; % is scaled to controls: 0 for no effect and ±100 for the full control effect; nearly all actives have a fitted effect of over 75% in size; some results filed as inactive show a strong effect at the top dose
Target sequence (P49798 whole entry, looked up): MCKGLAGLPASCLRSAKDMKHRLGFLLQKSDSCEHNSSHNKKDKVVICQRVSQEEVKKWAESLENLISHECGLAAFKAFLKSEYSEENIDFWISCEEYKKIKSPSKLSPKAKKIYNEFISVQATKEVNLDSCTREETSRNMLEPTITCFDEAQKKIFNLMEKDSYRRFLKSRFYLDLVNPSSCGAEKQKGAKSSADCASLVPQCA
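MLSMR compounds (23 nl, pin-transferred) preincubated 10 min at room temperature with a 500nM (2x) first reagent, then RGS4 at 900nM (2x) plus Transcreener GDP mix added; fluorescence polarization (620/688 nm) read before and after 90 min at 30 °C.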
Vif-APOBEC3F blk = qHTS for Inhibitors of Vif-A3F Interactions: qHTS. HeLa A3F-eYFP + Vif (tagged APOBEC3F with the HIV-1 protein that degrades it), YFP fluorescence increase. Potency, µM (titrated, usually from 46.1 µM), inactives show top-dose activity, negative = active. 390,000 compounds, 0.2% hits. AID 602313, 2012; also: potency is read from the fitted curve at half-maximal effect; % of control where 0% means no effect; nearly all actives have a fitted effect of over 65% in size
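HeLa cells stably expressing A3F-eYFP plus Vif, plated and incubated overnight at 37 deg C, then exposed to compounds overnight at 37 deg C. Blocked degradation read as raised yellow fluorescence (Ex 488/Em 500-530).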
Glioma ERSR ind = qHTS for Inducers of the Endoplasmic Reticulum Stress Response (ERSR) in Human Glioma: qHTS. U87-MG GRP78 promoter luciferase reporter, 16 h. Potency, µM, for inactives: top-dose activation, actives largely listed as activators. 420,000 compounds, 0.02% hits. AID 602332, 2012; also: potency is read from the fitted curve at half-maximal effect; series mostly up to about 76 µM; % of control where 0% means no effect; nearly all actives have a fitted effect of over 35% in size
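Stably transfected U87-MG glioma cells carrying a GRP78-based luciferase sensor; 16 h compound incubation. Luminescence end-point read 10 min after Bright-Glo addition at room temperature.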
Vif-APOBEC3G blk = qHTS for Inhibitors of Vif-A3G Interactions: qHTS. DNA dC->dU-editing enzyme APOBEC-3G (Homo sapiens), Q9HC16. HeLa A3G-eYFP + Vif (tagged APOBEC3G with the HIV-1 protein that degrades it), YFP fluorescence, overnight. Potency, µM (doses to about 46.1 µM), for the others: at the top dose activity, negative = active, most hits filed as inhibitors. 410,000 compounds, 0.076% hits. AID 602310, 2012;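 also: potency is read from the fitted curve at half-maximal effect; % is scaled to controls: 0 for no effect and ±100 for the full control effect; nearly all actives have a fitted effect of over 60% in size; hits raise eYFP signal because A3G escapes Vif-driven loss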
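HeLa cells stably expressing Vif and C-terminally eYFP-tagged A3G, seeded overnight at 37 deg C, then exposed to compound by pintool overnight at 37 deg C. Rise in yellow fluorescence (Ex 488/Em 500-530, Acumen) marks blocked Vif-driven A3G degradation.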
USP1 inh = Inhibitors of USP1/UAF1: Primary Screen | 390,000 compounds, 0.23% hits | AID 743255, 2014 | Ubiquitin carboxyl-terminal hydrolase 1 (Homo sapiens), O94782 | Potency, µM (doses to about 57.1 µM), inactives show at the top dose activity change, negative = inhibition, hits mostly inhibitors | recombinant USP1/UAF1, Ub-Rhodamine cleavage fluorescence; also: potency is read from the fitted curve at half-maximal effect; % is scaled to controls: 0 for no effect and ±100 for the full control effect; nearly all actives have a fitted effect of over 60% in size; inactives centre near -12
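USP1/UAF1 complex at 1 nM was preincubated with compound for 15 min at room temperature, then Ub-Rho substrate (150nM final) was added. Fluorescence (480/540 nm) was read kinetically, 6 reads every 60 seconds.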
IDH1 R132H inh = qHTS for Inhibitors of mutant isocitrate dehydrogenase 1 (IDH1): qHTS | Isocitrate dehydrogenase [NADP] cytoplasmic (Homo sapiens), O75874 | 390,000 compounds, 0.093% hits | Potency, µM (titrated, usually from 76.6 µM), for inactives: top-dose activity change, negative = inhibition, hits mostly inhibitors | IDH1-R132H enzyme, NADPH consumption, diaphorase/resazurin fluorescence | AID 602179, 2012; also: potency is read from the fitted curve at half-maximal effect; % is scaled to controls: 0 for no effect and ±100 for the full control effect; nearly all actives have a fitted effect of over 65% in size
Target sequence (O75874 whole entry R132H, stated change not applied): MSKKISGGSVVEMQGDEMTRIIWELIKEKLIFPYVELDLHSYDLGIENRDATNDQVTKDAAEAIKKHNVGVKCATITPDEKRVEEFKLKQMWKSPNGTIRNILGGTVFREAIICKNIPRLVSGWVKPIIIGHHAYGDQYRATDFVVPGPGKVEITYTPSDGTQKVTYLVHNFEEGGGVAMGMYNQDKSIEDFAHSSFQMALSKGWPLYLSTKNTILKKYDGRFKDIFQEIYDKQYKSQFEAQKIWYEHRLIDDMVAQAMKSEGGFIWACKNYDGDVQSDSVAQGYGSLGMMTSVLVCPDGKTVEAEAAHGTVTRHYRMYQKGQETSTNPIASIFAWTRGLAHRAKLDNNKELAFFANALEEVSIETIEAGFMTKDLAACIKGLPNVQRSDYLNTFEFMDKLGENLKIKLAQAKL
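IDH1-R132H (0.5 ug/mL dispensed) in pH 7.5 Tris buffer was preincubated 30 min with compound, then given a substrate mix of 0.016 mM NADPH and 2 mM alpha-KG for 80 min at room temperature; remaining NADPH was read by diaphorase/resazurin fluorescence.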
TrxR1 inh = qHTS Assay for Inhibitors of Mammalian Selenoprotein Thioredoxin Reductase 1 (TrxR1): qHTS | 390,000 compounds, 1% hits | Potency, µM (top dose mostly 114 µM), for the others: at the highest dose activity change, negative = inhibition, actives largely listed as inhibitors | Thioredoxin reductase 1, cytoplasmic (Rattus norvegicus), O89049 | recombinant rTrxR1, NADPH fluorescence consumption, selenite substrate; also: potency is read from the fitted curve at half-maximal effect; % is scaled to controls: 0 for no effect and ±100 for the full control effect; nearly all actives have a fitted effect of over 65% in size
Target sequence (O89049 whole entry, looked up): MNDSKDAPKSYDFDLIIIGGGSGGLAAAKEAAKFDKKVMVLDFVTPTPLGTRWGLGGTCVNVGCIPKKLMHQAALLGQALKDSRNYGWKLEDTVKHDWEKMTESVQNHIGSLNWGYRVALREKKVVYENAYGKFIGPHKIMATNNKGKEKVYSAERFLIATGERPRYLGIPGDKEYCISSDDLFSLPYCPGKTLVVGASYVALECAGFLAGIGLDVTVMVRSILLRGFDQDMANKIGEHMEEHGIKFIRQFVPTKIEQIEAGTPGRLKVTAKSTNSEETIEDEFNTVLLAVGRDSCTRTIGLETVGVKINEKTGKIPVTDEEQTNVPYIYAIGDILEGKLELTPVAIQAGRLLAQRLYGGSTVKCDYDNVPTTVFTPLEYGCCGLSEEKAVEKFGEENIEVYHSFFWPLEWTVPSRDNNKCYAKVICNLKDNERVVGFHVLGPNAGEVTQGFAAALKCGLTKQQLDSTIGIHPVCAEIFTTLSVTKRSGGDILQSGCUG
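Rat TrxR1 (90 nM in the dispensed reagent) was pre-reduced with 400 uM NADPH for 5 min at room temperature, then incubated with compound for 15 min. After 400 uM selenite was added, NADPH fluorescence (Ex 340/Em 450 nm) was followed for 8 min.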
TrxR1 substrate = qHTS Assay for Substrates of Mammalian Selenoprotein Thioredoxin Reductase 1 (TrxR1): qHTS. Thioredoxin reductase 1, cytoplasmic (Rattus norvegicus), O89049. purified TrxR1 substrate turnover, NADPH consumption readout. Potency, µM (titrated, usually from 114 µM), for inactives: top-dose activity change, negative = substrate turnover. 390,000 compounds, 0.01% hits. AID 588456, 2011; also: potency is read from the fitted curve at half-maximal effect; % is scaled to controls: 0 for no effect and ±100 for the full control effect; nearly all actives have a fitted effect of over 50% in size
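Rat TrxR1, dispensed at 90 nM, was prereduced with 400 uM NADPH (final) for 5 min at ~22 deg C, then incubated with compound 15 min before 400 uM selenite. A first-read NADPH fluorescence drop versus no-compound background flagged substrates.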
An asterisk follows results filed as active; ? = inconclusive; & = joins results of further samples; [ ] = remark or other dose. Unless noted, calls follow the shape of the dose curve; as a rule, active = well fitted curve in the direction sought with a large enough effect; inconclusive = small, poorly fitted or top-dose-only effect, or another doubt; inactive = no such curve, though single readings can be large; an effect the other way counts as inactive or inconclusive. Only part of the results is shown; the hit share may differ from the screen's.

SMILES	LDHA inh	RGS4 inh	Vif-APOBEC3F blk	Glioma ERSR ind	Vif-APOBEC3G blk	USP1 inh	IDH1 R132H inh	TrxR1 inh	TrxR1 substrate
Cc1c[n+](C)ccc1CC1C([N+](=O)[O-])=C[N-]c2ncnn21 (stereo not given)	0	-3%	-5%	-2%	0%	0%	2%	7%	-7%
Cc1nc(-c2ccc(F)cc2)c(CC(=O)N2CCN(S(=O)(=O)c3cccc([N+](=O)[O-])c3)CC2)s1	0	-11%	?	0%	-8%	-3%	4%	3%	-5%
O=C(COC(=O)COc1ccccc1)NCCc1ccccc1	-6	4%	2%	-5%	0%	0%	7%	-3%[57.1 µM]	-4%[57.1 µM]
Cc1cc(C(=O)Nc2ccncc2)ccc1[N+](=O)[O-]	-3	-3%	-3%	3%	0%	-8%	3%	4%[57.1 µM]	8%[57.1 µM]
CCN(CC)c1ccc(C2C3CCCCC3(O)CCN2CC(=O)N2CCCCC2)cc1 (stereo not given)	7	-9%	10%	-3%	1%	-20%	0%	11%[57.1 µM]	-23%[57.1 µM]
COc1ccc(F)cc1S(=O)(=O)NC1CCCC1	-1	-2%	-5%	0%	3%	-14%	5%	34%[57.1 µM]	19%[57.1 µM]
CCn1ncc(NC(=S)Nc2ccc3c(c2)OCO3)c1C(N)=O	24	-30%	8%	2%	0%	-16%	-11%	-32%	-15%
Cc1ccc(-c2cc(C(F)(F)F)n3ncc(C(=O)N4CCN(C)CC4)c3n2)cc1	1	-28%	2%	-8%	-3%	-17%	4%	28%[57.1 µM]	6%
COc1cccc(CNC(=O)CCCN2C(=O)CSc3c2c(C)nn3-c2ccccc2)c1OC	-8	11%	-2%	-3%	4%	-5%	0%	6%[57.1 µM]	-5%[57.1 µM]
CCCNC(=O)CN1C(=O)COc2ccc(S(=O)(=O)N3CCCC3)cc21	2	-22%	-9%	-4%	-1%	-18%	11%	-3%	0%
Cc1cc(-c2ccco2)n2c(nc3ccccc32)c1C#N	-2	-21%[11.4 µM]	-5%	-8%	-6%	-16%	1%	3%[57.1 µM]	7%[57.1 µM]
CCOc1ccccc1-n1nnnc1SCC(=O)O	-1	18%[11.4 µM]	2%	-6%	1%	-19%	-8%	19%	-4%
Cc1cc(C)c(NC(=O)Cn2c(=O)n(-c3ccc(F)cc3)c(=O)c3c(C)c(C(=O)N(C)C)sc32)c(C)c1	-4	20%	-8%	-3%	-2%	-2%	-17%	12%[57.1 µM]	-2%[57.1 µM]
CC(=O)Nc1ccc(S(=O)(=O)N2CCN(Cc3ccccc3[N+](=O)[O-])CC2)cc1	-4	7%	0%	-4%	0%	-1%	6%	12%[57.1 µM]	2%[57.1 µM]
O=C1OC(Nc2ccc3ncccc3c2)c2ccccc21 (stereo not given)	16	-3%	2%	0%	1%	-21%	12%	26%	10%
O=C(/C=C/c1ccccc1)NC(=S)NNS(=O)(=O)c1ccccc1	4	-40%	-12%	-2%	-1%	-26%	-9%	-21%[57.1 µM]	9%[57.1 µM]
CCOC(=O)C(CC)(CCC(=O)O)c1csc(N)n1 (stereo not given)	-12	12%	-2%	-3%	5%	0%	3%	-12%	-7%
Cc1nn(C)c(C)c1NC(=O)C12CC3CC(CC(C3)C1)C2	-1	-31%	10%	-4%	0%	-18%	4%	-3%[57.1 µM]	3%[57.1 µM]
COC(=O)c1ccccc1NC(=O)CSc1nnc(C(CO)NC(=O)c2ccccc2)n1C (stereo not given)	1	16%	-1%	2%	-5%	-26%	-3%	1%	6%
CCCSc1nc(C)c2cc(C)cc(C)c2n1	3	?	-1%	0%	0%	-1%	7%	20%[57.1 µM]	-2%[57.1 µM]
Cc1ccc(S(=O)(=O)N(C)CC(=O)O/N=C(\N)c2cccc([N+](=O)[O-])c2)cc1	6	10%	-3%	15%	2%	-2%	4%	-12%	-9%
CCCS(=O)(=O)n1nc(-c2ccc(OC)cc2)cc1N	-12	15%	2%	6%	-2%	4%	-10%	34%	3%
O=C(NCC(c1cccnc1)N1CCc2ccccc2C1)C(=O)Nc1ccc(Cl)cc1 (stereo not given)	-2	19%	-11%	-5%	2%	-17%	-16%	18%[11.4 µM]	-3%
CCOC(=O)N1CCC(n2c(=S)[nH]c3cc(OC)c(OC)cc3c2=O)CC1	-6	-38%	0%	-3%	-7%	-22%	4%	-1%	-2%
FC(F)Oc1ccc(NC(=S)N2CCc3ccccc32)cc1	1	2%	11%	1%	0%	-10%	6%	23%[57.1 µM]	-5%
SMILES	LDHA inh	RGS4 inh	Vif-APOBEC3F blk	Glioma ERSR ind	Vif-APOBEC3G blk	USP1 inh	IDH1 R132H inh	TrxR1 inh	TrxR1 substrate
Nc1nc(N)nc(-c2ccc(Cl)c(Cl)c2)n1	-2	-4%	2%	-3%	-1%	-18%	-9%	20%	10%
CCOC(CCn1ccc(O)c(Cc2ccc(Cl)cc2)c1=O)OCC	-4	32%	0%	-2%	2%	-5%	-7%	13%	-5%
O=C(Cn1c(=O)n(-c2ccccc2Cl)c(=O)c2sc3ccccc3c21)N1CCCC1	-7	14%	1%	-2%	4%	-7%	4%	-12%	107%[activator]
CCS(=O)(=O)N1Cc2ccccc2CC1C(=O)OCC(=O)Nc1ccc(SC(F)F)cc1 (stereo not given)	0	-27%	0%	0%	2%	-22%	6%	27%	5%
O=C(CNC(=O)c1cccc(Cl)c1)N/N=C/C=C/c1ccccc1	-4	17%	-13%	0%	-6%	-14%	-4%	1%	1%
O=C(O)CCCCCCCCc1cn(CC2CCCCC2)nn1	6	27%	1%	-6%&-4%	-4%&-2%	21%	-11%	0%[57.1 µM]	1%[57.1 µM]
CCC(C)(C)NC(=O)c1ccc2c(c1)S(=O)(=O)c1ccccc1C2=O	0	1%	-11%	-3%	1%	-23%	3%	6%	1%[57.1 µM]
COC(=O)c1ccc(COc2nc(C)cc(C)c2C#N)o1	-7	3%	0%	-2%	-6%	-15%	6%	27%	17%
CC1=C(C(=O)OC2CCCCCCC2)C(c2cccc(O)c2)NC(=O)N1 (stereo not given)	1	-6%	1%	6%	0%	-16%	-4%	-8%[57.1 µM]	-4%[57.1 µM]
O=c1cc(-c2ccccc2)n2c(SCc3ccc(Cl)cc3)nnc2[nH]1	-8	9%	2%	-4%	8%	?	-10%	23%[57.1 µM]	2%[57.1 µM]
Cc1cc(C)n(S(=O)(=O)c2ccccc2[N+](=O)[O-])n1	-10	1%	-20%	-6%	-2%	-6%	-15%	-27%	2%
O=C(N/N=C/c1cc(Br)ccc1O)C(c1ccncc1)N1CCOCC1 (stereo not given)	-13	-8%	1%	-5%	-6%	-9%	2%	-1%	-1%
CCOc1ccc(CN(C(=O)c2cc(=O)c3cc(Cl)ccc3o2)C2CCS(=O)(=O)C2)cc1 (stereo not given)	6&2	-35%	1%	-3%	2%	-1%	16%	5%	-2%
O=C(Nc1cccc(-c2cnc3ccccc3n2)c1)c1ccncc1	-9	-18%	1%	1%	-4%	?	3%	19%[57.1 µM]	10%[57.1 µM]
NS(=O)(=O)c1ccc(NC(=O)C2Cc3ccccc3N2C(=O)c2ccccc2)cc1 (stereo not given)	-7	23%	0%	-2%	-5%	-4%	1%	-3%[57.1 µM]	-1%[57.1 µM]
COc1cccc(C(=O)CSc2nnc(-c3cccs3)o2)c1	-3	4%	-5%	-1%	-7%	21%	7%	6%	6%[57.1 µM]
COc1ccc(N2CCN(C(=O)CN3CCN(c4nc(-c5ccc(F)cc5)cs4)CC3)CC2)cc1	-4	-28%	-5%	-8%	0%	-22%	-1%	15%[57.1 µM]	3%[57.1 µM]
CC(=O)c1ccc(N2CCN(C(=O)CCCc3nc4ccccc4s3)CC2)cc1	-5	29%	-10%	-2%	1%	-5%	9%	-2%	-6%
Cc1cc(=O)[nH]c2ccc(Cc3ccccc3)cc12	-7	-4%	-7%	-1%	-7%	-32%	4%	-8%[11.4 µM]	-3%[11.4 µM]
CC(=O)N1CCOc2ccc(S(=O)(=O)NC[C@H]3O[C@@H](n4cnc5c(N)ncnc54)[C@H](O)[C@@H]3O)cc21	-2	-7%	2%	-3%	-8%	-26%	-4%	30%	8%
COC(CNC(=O)[C@H](Cc1ccccc1)N1Cc2ccccc2C1=O)OC	-10	2%	2%	-1%	1%	-16%	8%	10%	3%
Cc1nc2c(nnn2Cc2c(Cl)cccc2Cl)c(=O)[nH]1	-5	-22%	-4%	-7%	0%	2%	5%	-6%[57.1 µM]	-2%
Cc1cc(C(=O)CN2C(=O)NC3(CCCc4ccccc43)C2=O)c(C)n1Cc1ccccc1 (stereo not given)	-2	-15%	5%	-4%	1%	-15%	8%	3%	-1%
